# RGS4 inhibitor: blocks human RGS4-accelerated GTP hydrolysis; P49798; Transcreener GDP fluorescence polarization, RGS4-accelerated GTP hydrolysis; Potency, µM (doses to about 114 µM), for the others: at the highest dose activity change, negative = inhibition, actives largely listed as inhibitors; 0.039% of 390,000 active; further: potency means the concentration at half of the fitted maximal effect; on the % scale 0 is the no-effect control and ±100 the full control effect; nearly all actives have a fitted effect of over 75% in size; some results filed as inactive show a strong effect at the top dose
# Target sequence (P49798 whole entry, looked up): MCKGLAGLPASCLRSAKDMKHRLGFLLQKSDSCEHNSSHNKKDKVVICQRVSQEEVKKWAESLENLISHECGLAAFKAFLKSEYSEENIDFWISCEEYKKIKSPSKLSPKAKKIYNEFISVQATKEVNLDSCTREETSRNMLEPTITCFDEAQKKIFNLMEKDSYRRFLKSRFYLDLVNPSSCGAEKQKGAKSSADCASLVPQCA
#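 MLSMR compounds (23 nl, pin-transferred) preincubated 10 min at room temperature with a 500nM (2x) first reagent, then RGS4 at 900nM (2x) plus Transcreener GDP mix added; fluorescence polarization (620/688 nm) read before and after 90 min at 30 °C.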
# APEX1 inh: inhibitors of human APE1 endonuclease | 0.35% of 350,000 active | P27695 | AID 2517 | Potency, µM (highest dose often 65.8 µM), for the others: at the top dose activity change, negative = inhibition, most hits filed as inhibitors | recombinant APE1, TAMRA/BHQ-2 abasic DNA cleavage fluorescence;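 further: potency means the concentration at half of the fitted maximal effect; plate controls were vehicle for no effect and reference inhibitor for full effect; nearly all actives have a fitted effect of over 55% in size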
# Target sequence (P27695 whole entry, looked up): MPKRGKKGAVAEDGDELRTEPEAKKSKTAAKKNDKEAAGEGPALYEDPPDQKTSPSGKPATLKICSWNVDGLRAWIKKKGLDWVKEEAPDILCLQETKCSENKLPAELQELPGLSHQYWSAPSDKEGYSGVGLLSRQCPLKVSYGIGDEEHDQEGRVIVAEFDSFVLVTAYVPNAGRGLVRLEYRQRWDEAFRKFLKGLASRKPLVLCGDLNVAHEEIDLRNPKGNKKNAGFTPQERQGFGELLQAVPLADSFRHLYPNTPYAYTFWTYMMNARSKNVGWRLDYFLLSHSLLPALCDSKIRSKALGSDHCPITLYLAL
#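 Measures dequenching upon AP-site incision of a 5'-TAMRA/3'-BHQ-2 THF-containing duplex, 50 nM; human APE1 0.75 nM after 15 min room-temperature exposure to compound; kinetic three-point read at one-minute spacing.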
# Apoferritin bind: candidate novel general anesthetic via apoferritin binding; Potency, µM (series often up to 77.5 µM), for the others: at the top dose activity change, negative = displacement, hits mostly inhibitors; apoferritin/1-aminoanthracene competitive binding, fluorescence; 0.074% of 350,000 active; AID 485281; further: potency means the concentration at half of the fitted maximal effect; on the % scale 0 is the no-effect control and ±100 the full control effect; nearly all actives have a fitted effect of over 20% in size
#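 10 uM apoferritin + 50% sat. 1-AMA, PBS; cpd 10 min RT; Ex380/Em535 endpoint; normalized to free probe vs complex; 4-param Hill fit; propofol titration as pos. ctrl.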
# ERG-DNA inh: inhibitors of human ERG Ets domain-DNA interaction | P11308 | fluorescence polarization, His-ERG Ets domain / labelled DNA | Potency, µM (titrated, usually from 76.9 µM), without a hit: at the top dose FP activity, negative = inhibition, most hits filed as inhibitors | 0.028% of 370,000 active | AID 624246; active means well fitted inhibition curve with a large enough effect in the polarisation, with a control signal flat; inconclusive means small, poorly fitted or top-dose-only effect, or effect the other way, or a change in a side signal; inactive means no such curve, though single readings can be large or run the other way; the % refers to the polarisation;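 further: polarization taken with two DNA probes labelled with fluorescein and Texas red; potency means the concentration at half of the fitted maximal effect; % of control where 0% means no effect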
# Target sequence (P11308 whole entry, looked up, the tested form may be a part): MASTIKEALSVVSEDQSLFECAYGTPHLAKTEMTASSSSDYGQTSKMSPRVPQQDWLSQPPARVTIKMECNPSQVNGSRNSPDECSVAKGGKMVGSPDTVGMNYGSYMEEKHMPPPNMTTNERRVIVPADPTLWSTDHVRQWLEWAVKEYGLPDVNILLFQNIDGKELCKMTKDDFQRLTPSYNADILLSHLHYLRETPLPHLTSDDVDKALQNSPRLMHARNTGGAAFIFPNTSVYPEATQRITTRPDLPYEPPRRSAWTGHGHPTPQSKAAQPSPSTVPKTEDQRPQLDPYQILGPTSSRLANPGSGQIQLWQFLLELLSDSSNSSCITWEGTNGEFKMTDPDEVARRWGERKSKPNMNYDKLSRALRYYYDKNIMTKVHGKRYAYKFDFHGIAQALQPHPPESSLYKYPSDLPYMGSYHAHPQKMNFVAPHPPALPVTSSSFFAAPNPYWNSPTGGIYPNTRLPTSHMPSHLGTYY
#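 His-tagged ERG Ets domain (1 uM in the protein solution; 300mM KCl, 50mM Tris-HCl, 1mM EDTA, 1mM DTT, pH 7.5) received compound, then a probe mix of 5 nM fluorescein-DNA and 100nM Texas-615-DNA. Fluorescence polarization was read for both dyes.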
# Pol beta inh: DNA polymerase beta (human) inhibition | Pol beta primer extension/strand displacement, fluorescence kinetic | Potency, µM (doses to about 114 µM), for inactives: at the top dose activity change, negative = inhibition, usual class: inhibitors | 1.3% of 340,000 active | AID 485314; further: potency means the concentration at half of the fitted maximal effect; on the % scale 0 is the no-effect control and ±100 the full control effect
#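 Pol beta (10 nM) was preincubated with compound for 15 min at room temperature. The reaction was then started with 50 nM substrate and read immediately and after a further 10 min at room temperature.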
# 12-LOX inh: inhibitors of human 12S-lipoxygenase ALOX12; P18054; Potency, µM (highest dose often 108 µM), inactives show top-dose activity change, negative = inhibition, usual class: inhibitors; AID 1671190; 1.1% of 580,000 active; purified 12hLO, xylenol orange hydroperoxide absorbance; further: potency means the concentration at half of the fitted maximal effect; on the % scale 0 is the no-effect control and ±100 the full control effect
#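 Purified human 12hLO (150 nM final) in 25 mM Hepes, 0.01% Triton X-100, pH 7.0 was preincubated 15 min at room temperature with compound. Then 40 uM arachidonic acid was added, 30 min. Hydroperoxide was read by Fe-XO absorbance ratio 573/405 nm.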
# POLH inh: DNA polymerase eta (human) inhibition | 1.2% of 390,000 active | Q9Y253 | recombinant Pol eta, fluorescent DNA replication assay | Potency, µM (titrated, usually from 114 µM), for the others: at the highest dose activity change, negative = inhibition, most hits filed as inhibitors | AID 588591; further: potency means the concentration at half of the fitted maximal effect; on the % scale 0 is the no-effect control and ±100 the full control effect
#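 Pol eta at 10 nM preincubated with compounds 15 min at room temperature; reaction started with fluorescent substrate (50 nM final) and read kinetically at 0 and 10 min.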
# Pol kappa inh: inhibitors of human DNA polymerase kappa | Q9UBT6 | purified Pol kappa, fluorescent DNA synthesis assay, 10 min | Potency, µM (highest dose often 107 µM), inactives show at the highest dose activity, negative = inhibition, most hits filed as inhibitors | 0.53% of 400,000 active | AID 588579; further: potency means the concentration at half of the fitted maximal effect; on the % scale 0 is the no-effect control and ±100 the full control effect
#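 10 nM Pol kappa preincubated 15 min at room temperature with compounds, then reaction started with substrate at 50 nM final. Fluorescence read kinetically at 0 and 10 min; buffer-only wells served as negative control.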
# LDHA inh: inhibitors of human lactate dehydrogenase A. 0.15% of 480,000 active. P00338. purified LDHA, NADH/diaphorase-resazurin fluorescence; active compounds read low. activity change, % (values are at about 110 or 230 µM); in the data active means activity change below about -30%; inconclusive means mostly about -25% to -30%;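 further: plate controls were DMSO wells for no effect and wells without enzyme for full effect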
#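 Resorufin fluorescence (ex540/em590), read at 0 and 20 min after diaphorase/resazurin addition, reports the NADH left after a 5 min room-temperature reaction of 2 nM human LDH5 with 0.06 mM NADH and 0.2 mM pyruvate.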
# * marks the source's active call; other numbers are inactive results; ? = inconclusive; . = not tested or not shown; & = joins results of further samples; [ ] = another dose, or the depositor's remark. Unless noted, the call rests on the fitted dose curve; in most records, active means well fitted curve in the direction sought with a large enough effect; inconclusive means small, poorly fitted or top-dose-only effect, or another doubt; inactive means no such curve, though single readings can be large; an effect the other way counts as inactive or inconclusive.
molecule,12-LOX inh,LDHA inh,Pol kappa inh,Pol beta inh,Apoferritin bind,RGS4 inhibitor,ERG-DNA inh,POLH inh,APEX1 inh
CC(NC(=O)N(Cc1ccccc1)Cc1ccc2c(c1)OCO2)(C(F)(F)F)C(F)(F)F,0%,-4,-17%,8%,-16%,-21%,-2%,-17%,-3%
Cc1c(C(N)=O)cc([N+](=O)[O-])cc1[N+](=O)[O-],9%,2,-16%,.,2%,18%,3%,-3%,2%
CC(NC(=O)NC(=O)c1ccc(F)cc1)C1CC1 (centres undefined),20%,-2,3%,.,.,-17%,-7%,-22%,32%
C[C@@H]1COC(=O)[C@H](Cc2ccc(F)cc2)C/C=C\C[C@@H](CC(=O)NCCO)C(=O)N1,4%,-6,9%,.,.,-20%,0%,-17%,20%
Cc1nc2ccccc2cc1C(=O)NCc1ccccc1,98%&13%[activator],0&2,2%,.,.,-20%,16%,-11%,.
Cc1cc2sc(C(=O)O)c(C)c2s1,149%[activator],-3,-6%,54%,0%,22%,5%,-8%,0%
COc1ccc(/C=N/n2cc(-c3ccccc3)nc2N)cc1,.,1,-2%,-11%,-1%,-32%,5%,-7%,-1%
c1ccc2[nH]c(SCC3CCCCO3)nc2c1 (centres undefined),7%,-10,-9%,6%,?,-17%,?,2%,3%
CCc1ccc(C(=O)/C=C/NCc2ccc(F)cc2)cc1,-20%,-4,-13%,1%,-11%,2%,-13%,-22%,-6%
CC1Cc2nc(SCC(=O)NCc3ccco3)n(-c3ccccc3)c(=O)c2S1 (centres undefined),1%,3,-15%,13%,-9%,-16%,-1%,-11%,-1%
Cc1ccc(S(=O)(=O)Nc2cccnc2)c(C)c1C,-22%,-1,0%,29%,-9%,-6%,6%,-17%,9%
CC(C(=O)NCC1CCCO1)N(C(=O)c1snc(C(N)=O)c1N)c1cccc(F)c1 (centres undefined),0%,-1,4%,-1%,25%,-26%,4%,-13%,4%

# (next part)
molecule,12-LOX inh,LDHA inh,Pol kappa inh,Pol beta inh,Apoferritin bind,RGS4 inhibitor,ERG-DNA inh,POLH inh,APEX1 inh
O=C(NCC(c1ccc(F)cc1)N1CCOCC1)c1ccccc1F (centres undefined),-8%,-15,-9%,0%,-2%,8%,0%,-6%,5%
CCn1nc(C)c(CN2CCc3c([nH]c4ccccc34)C2c2ccc(F)c(OC)c2)c1C (centres undefined),-14%,5,-3%,0%,-13%,-9%,9%,-14%,-5%
CCOc1ccc(NS(=O)(=O)c2ccc(C)c(C(=O)NCCCn3ccnc3)c2)cc1,11%,-7,-10%,2%,-16%,-6%,0%,8%,-1%
CCCCNc1ccc(C(CC(N)=O)NC(=O)Cc2cccc3ccccc23)cc1[N+](=O)[O-] (centres undefined),?,-3,-6%,-29%,-6%,1%,-13%,8%,1%
COc1ccc(CN(C)C(=O)CCCNC(=O)c2ccc(Cl)cc2)cc1,?,-4,-11%,25%,2%,25%,1%,-2%,5%
Cc1oc(-c2ccc(Cl)cc2)nc1CSCC(=O)NC1CCN(Cc2ccccc2)CC1,0%,-1,6%,34%,-3%,-14%,-4%,-16%,6%
CC(=O)Oc1cc2c3c(c1)/C(=C1/SC(=S)NC1=O)C(=O)N3C(C)(C)C=C2C,35%[activator],-4,-22%,?,4%,-19%,-5%,79µM*,?
O=C(COc1ccc(Cl)cc1)Nc1cc(S(=O)(=O)N2CCCCC2)ccc1N1CCCCC1,3%,1,-8%,1%,-9%,1%,6%,-23%,10%
O=C(CN(Cc1ccc(F)cc1)C(=O)c1csnn1)NCc1ccc2c(c1)OCO2,-18%,-4,-6%,0%,-7%,23%,4%,7%,61%[activator][12.4 µM]
Cn1c(=O)c2c(nc3n2CCCN3CCc2ccccc2)n(C)c1=O,1%,3,-13%,-3%,-3%,-34%[56.9 µM],13%,-3%,-1%
O=C(N/C(=C/c1cccs1)C(=O)N1CCOCC1)c1ccco1,12%,-7,-9%,-18%,4%,-3%,-5%,-3%,1%
COc1ccccc1NC(=O)COc1ccc(C(=O)OCC(=O)N2CCCC2=O)cc1OC,25%[57.4 µM],0,-2%,10%,-6%,12%[11.4 µM],-13%,?,6%

# Continued.
molecule,12-LOX inh,LDHA inh,Pol kappa inh,Pol beta inh,Apoferritin bind,RGS4 inhibitor,ERG-DNA inh,POLH inh,APEX1 inh
c1c2c(cc3sc(N4CCCCC4)nc13)OCO2,0%,0,-17%,56%,-23%,-19%,3%,-24%,-7%
COc1ccc2[nH]c(C(=O)N3CCN(C)CC3)c(C)c2c1,-5%,-2,-1%,25%,-2%,1%,0%,-15%,-11%
Cc1ccc(NC(=O)CSc2nc(-c3ccco3)nc3cc(=O)[nH]n23)cc1C,0%,7,?,40µM*,-22%,-31%,9%,?,.
COc1ccc(-n2c(SCC(=O)NCc3ccccc3)nc3n[nH]c(C)c3c2=N)cc1,-10%,-14,-2%[60.1 µM],-12%,0%,17%,0%,-3%,.
COc1ccc(CCNC(=O)c2cc3c(=O)n4ccccc4nc3n(C3CCCCC3)c2=N)cc1,?,1,2%,0%,-9%,-13%,2%,-11%,-5%
COC(=O)c1cc(S(=O)(=O)NCCN2CCN(c3ccccc3F)CC2)c[nH]1,21%,-1,-5%,27%,-9%,-20%[11.4 µM],6%,-20%,77%[activator]
Cc1csc(SCC(=O)Nc2sccc2C#N)n1,-10%,-2,-44%,20µM*,-17%,-24%,43%[activator],79µM*,-9%
O=C1c2ccccc2C(Nc2ccc(F)c(Cl)c2)N1c1ccccn1 (centres undefined),20%,0,4%,23%,-18%,7%,-6%,-22%,-2%
Cc1cccc(CS(=O)(=O)Cc2ccc(C(=O)NCc3cccs3)o2)c1,10%,-1,3%,38%,-14%,-47%,11%,-20%,21%
O=C(/C=C/c1ccc([N+](=O)[O-])cc1)c1ccco1,4%,-2,-1%,1%,0%,-25%,-17%,4%,-17%
O=C(CN1CCN(Cc2ccccc2)CC1)c1c[nH]c2ccccc12,0%,-2,-6%,1%,-22%,-18%[11.4 µM],0%,-21%,6%
O=C(CSc1nnc(-c2ccccc2Cl)o1)Nc1ccc2c(c1)OCCO2,-8%,-8,2%,-2%,?,15%,-6%,-22%,2%

# Next section.
molecule,12-LOX inh,LDHA inh,Pol kappa inh,Pol beta inh,Apoferritin bind,RGS4 inhibitor,ERG-DNA inh,POLH inh,APEX1 inh
CCCC(C)NC(=O)C1CCN(S(=O)(=O)c2ccccc2)CC1 (centres undefined),3%[57.4 µM],-4,-4%,10%,-6%,17%,-17%,2%,2%
CCOc1cc(N2CCOCC2)c(OCC)cc1NC(=O)Cc1ccccc1,-5%,1,1%,24%,-8%,6%,-8%,0%,3%
Cc1ccc(C)c(S(=O)(=O)NCc2ccc(C(=O)N3CCOCC3)cc2)c1,0%,-11,-12%,1%,-11%,24%,2%,8%,15%
C=CCn1c(CSc2nc3ccccc3s2)nnc1SCC(=O)NCc1ccccc1,0%,-2,-3%,-11%,?,-6%,11%,-18%,5%
COc1ccc(OCC2c3cc(OC)c(OC)cc3CCN2C(=O)c2ccc(F)cc2)cc1 (centres undefined),-14%,-3,0%[60.1 µM],-1%,67%[activator],-1%,-5%,-16%,.
CN(CCC#N)C(=O)COC(=O)c1ccc2c(c1)C(=O)N(C1CCCCC1)C2=O,-21%,-3,-5%,19%,-6%,-12%,9%,-8%,-13%
COc1ccc(CNc2ccc3cn[nH]c3c2)c(OC)c1OC,7%,23,1%,0%,-20%,-28%,-3%,-8%,-2%
CC(=O)NCc1ccc(S(=O)(=O)NC2CCN(Cc3ccccc3)CC2)cc1,-124%,-5,3%,-3%,-5%,-10%,11%,-20%,3%
CC1O[C@@H](O[C@H](C)CC[C@@H](C)O)C(O)C[C@H]1O (some centres undefined),-8%,-2,7%,.,.,-3%,13%,-12%,19%
Cc1ccc(-c2nnc(Nc3ccccc3)c3ccccc23)cc1S(=O)(=O)N1CCOCC1,-3%,-5,-20%,-1%,-11%,-12%,11%,-1%,.
O=C(O)Cc1coc2ccc3ccccc3c12,-2%,1,14%,0%,-7%,-6%,1%,-8%,-1%
CCCCN(C(=O)c1cccc(-n2cccc2)c1)c1c(N)n(CCC)c(=O)[nH]c1=O,-7%,-11,?,.,.,-10%,-3%,16µM*,-89%

# (listing goes on)
molecule,12-LOX inh,LDHA inh,Pol kappa inh,Pol beta inh,Apoferritin bind,RGS4 inhibitor,ERG-DNA inh,POLH inh,APEX1 inh
CC(C)C1Nc2c(C(=O)O)cccc2C(Nc2ccccc2C(=O)O)C1(C)C (centres undefined),-5%,-10,-22%,22%,-10%,-7%,-1%,?,-3%
CCCn1c(=O)[nH]c(=O)c2[nH]cnc21,-8%,-2,-9%[60.1 µM],1%,-6%,26%[56.9 µM],6%,-16%,5%&-1%&2%
Cc1ccc(C(C)C)c(OCCn2cc(C(=O)c3ccco3)c3ccccc32)c1,-23%,-4,-14%,-24%,-9%,-4%,2%,-16%,.
CCC(CC)NC(=O)c1n[nH]c(=O)c2ccccc12,0%,1,-6%,-2%,-9%,-28%[56.9 µM],-3%,-12%,-1%
CC(=O)c1ccc(NC(=O)c2cc(C3CC3)nc3c2c(C)nn3-c2ccc(C)cc2)cc1,-5%,-2,0%,-2%,-2%,-4%,-3%,-24%,.
CCCCCC1C(=O)N2C=C(c3ccccc3)c3ccccc3N2C1=O (centres undefined),?,-5,-5%,.,.,8%,12%,0%,.

# The list is partial; count on the stated rates, not on these rows.
